Compound activity as filed in PubChem BioAssay.
Mtb RmlCD inh: blocks M. tuberculosis RmlC and RmlD coupled enzymes | 160,000 tested, 0.03% active | RmlC+RmlD coupled enzyme assay, percent inhibition; primary screen in compound mixtures | P9WH09+P9WH11 | inhibition, % at 3.6 µM; in the data active means inhibition mostly above about 34%, no sharp cut-off; further: some results filed as inactive read as strong as hits
Target sequence (P9WH09 whole entry, looked up): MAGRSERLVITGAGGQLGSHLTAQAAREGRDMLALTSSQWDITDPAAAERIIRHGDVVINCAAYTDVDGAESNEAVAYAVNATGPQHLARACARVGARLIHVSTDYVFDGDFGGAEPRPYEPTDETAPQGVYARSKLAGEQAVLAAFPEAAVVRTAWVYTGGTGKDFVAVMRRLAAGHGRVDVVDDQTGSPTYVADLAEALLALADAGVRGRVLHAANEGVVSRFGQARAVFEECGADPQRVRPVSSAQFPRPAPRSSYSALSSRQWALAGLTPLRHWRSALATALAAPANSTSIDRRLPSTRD
Target sequence (P9WH11 whole entry, looked up): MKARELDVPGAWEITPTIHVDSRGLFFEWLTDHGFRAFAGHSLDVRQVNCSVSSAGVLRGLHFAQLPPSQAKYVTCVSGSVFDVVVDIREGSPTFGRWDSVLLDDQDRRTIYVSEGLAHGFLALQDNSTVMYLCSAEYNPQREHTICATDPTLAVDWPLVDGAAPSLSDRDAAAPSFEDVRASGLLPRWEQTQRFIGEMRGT
GlmU inhibition: inhibition of mycobacterial GlmU enzyme – biochemical, glucosamine-1-phosphate acetyltransferase (AID 1376); M. tuberculosis GlmU acetyltransferase enzyme assay; higher % means a stronger effect; inhibition, %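 (tested at 30 µM in the primary screen)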; hits with a dose series show IC50 in µM; 220,000 tested, 0.25% active; in the data active means inhibition above about 13%;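 further: 0% = complete reaction with vehicle and 100% = reaction without substrate; strong numbers were not always called active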
* marks the source's active call; other numbers are inactive results; nt = no result given. Only part of the results is shown (hit frequency here may not be typical).

Value order: Mtb RmlCD inh, GlmU inhibition
COC(=O)C1=C(C)N(Cc2ccc(OC)cc2)C(=O)/C1=C\c1ccco1
    6.9, 3.0%
COc1ccc(C(=O)Cn2nc(CNc3ccc(Br)cc3)[n+]3c2CCCCC3)cc1
    nt, -8.2%
COc1cc(O)oc1C=Nc1ccccc1
    7.4, 4.5%
O=C(COC(=O)c1cccnc1Nc1cccc(C(F)(F)F)c1)NCCN1C(=O)CSC1=O
    8.0, -2.1%
O=C(Nc1ccc2c(c1)OCO2)C1CC(c2c(F)cccc2Cl)=NO1 (stereo not given)
    nt, -2.7%
CC(C)(C)NC(=O)CN(C(=O)c1ccc(Cl)nc1)c1cccc2ccccc12
    -7.8, 4.3%
CCOC(=O)c1cnc(-n2nc(C)cc2C)nc1Nc1ccc(C)cc1
    4.7, nt
CC1CCCCN1C(=S)Nc1ccc(OC(F)F)cc1 (stereo not given)
    5.1, 4.7%
CCCCOC(=O)Cn1c(=N)n(CCN2CCOCC2)c2ccccc21
    nt, 6.6%
CN1CCN(NC(=S)Nc2ccc(OC(F)F)cc2)CC1
    12.3, -2.8%
Nn1c(SCc2nc3ccccc3[nH]2)nnc1C1CCCCC1
    nt, 2.3%
Cc1cc(C)nc(NS(=O)(=O)c2ccc(NC(=O)CCCN3C(=O)c4ccccc4C3=O)cc2)n1
    nt, -0.7%
CCCSc1nc2c(cnn2-c2ccccc2)c(=O)[nH]1
    -4.2, 4.2%
CCCCNC(=O)CC1N=C2c3ccccc3N=C(SCC(=O)Nc3ccccc3C)N2C1=O (stereo not given)
    -4.1, -5.2%
CCCCN(CC)C(=O)CN1C(=O)c2ccccc2C1=O
    nt, 4.9%
CCNC(=S)N(CCc1c(C)[nH]c2ccc(Cl)cc12)Cc1ccco1
    5.7, -2.1%
CCOC(=O)c1nnn(-c2ccc([N+](=O)[O-])cc2[N+](=O)[O-])c1C
    2.8, -1.8%
COc1cc(C(=O)N2CCN(C/C=C/c3ccccc3)CC2)cc(OC)c1OC
    nt, 0.6%
Cc1ccc(C(=O)/C=C/c2cn(CN3CCN(C)CC3)c3ccccc23)cc1
    13.2, 1.4%
O=C(c1cc2c(s1)-c1ccccc1OC2)N1CCC2(CC1)OCCO2
    -5.1, nt
COC(=O)Cn1c(CCS(=O)(=O)c2ccc(Cl)cc2)nc2ccccc21
    13.1, -4.1%
O=C(O)CCCCCNC(=O)C(=O)C1C(=O)Nc2ccccc21 (stereo not given)
    -6.8, 1.3%
Cc1ccc(N2CC(C(=O)OCC(=O)Nc3ccccc3F)CC2=O)cc1 (stereo not given)
    -10.8, 2.2%
CCNC(=O)COc1cccc2ccccc12
    -7.3, 8.1%
Cc1ccc(SCCC(=O)Nc2c(C)n(C)n(-c3ccccc3)c2=O)cc1
    nt, 2.9%
COc1ccc(N(CN2C(=O)c3ccccc3C2=O)C(=O)C(C)C)cc1
    1.1, 3.4%
COc1ccc(Nc2c3c(nc4ccccc24)CCCC3)cc1OC
    6.1, -2.3%
C#Cc1ccc(C(=O)Nc2cc(C(N)=O)ccc2N2CCOCC2)cc1
    nt, -3.8%
CCN(CC)c1nc2ccccc2n2cnnc12
    nt, 0.2%
Cc1ccc(Nc2nc(CSc3nnnn3-c3ccccc3)cc(=O)[nH]2)cc1
    15.8, nt

Given with tabs: part of the list above
structure	Mtb RmlCD inh	GlmU inhibition
COC(=O)C1=C(C)N(Cc2ccc(OC)cc2)C(=O)/C1=C\c1ccco1	6.9	3.0%
COc1ccc(C(=O)Cn2nc(CNc3ccc(Br)cc3)[n+]3c2CCCCC3)cc1	nt	-8.2%
COc1cc(O)oc1C=Nc1ccccc1	7.4	4.5%
O=C(COC(=O)c1cccnc1Nc1cccc(C(F)(F)F)c1)NCCN1C(=O)CSC1=O	8.0	-2.1%
O=C(Nc1ccc2c(c1)OCO2)C1CC(c2c(F)cccc2Cl)=NO1 (stereo not given)	nt	-2.7%
CC(C)(C)NC(=O)CN(C(=O)c1ccc(Cl)nc1)c1cccc2ccccc12	-7.8	4.3%

Continued:
Value order: Mtb RmlCD inh, GlmU inhibition
O=C(CSc1nnnn1-c1ccccc1)Nc1ncc(Cc2cccc(Cl)c2Cl)s1
    4.4, -3.0%
Cc1cc(C)nc(SC2CCCCC2NS(=O)(=O)c2ccc(Cl)cc2)n1 (stereo not given)
    2.2, 1.8%
Cc1cc(C)cc(OCc2ccc(C(=O)O)o2)c1
    -5.8, -3.2%
CCCCCc1nc2c(c(=O)c3ccccc3n2C)c(=O)n1C1CCCCCC1
    0.8, 0.1%
O=C(O)CSc1nc2c(c(=O)[nH]1)CCCC2
    nt, 7.7%
CC(=O)c1sc2nc(-c3cccs3)ccc2c1N
    38.6, 9.5%
COC(=O)C1=CO[C@@H](C)[C@@H]2CN3CC[C@@]4(C(=O)Nc5ccccc54)[C@@H]3C[C@H]12
    nt, -0.9%
CCS(=O)(=O)N1CCC(C(=O)N2CCC3(CC2)OCCO3)CC1
    4.0, 6.0%
Cc1nc2ccccc2c2c1C(=O)N(c1cccc(C(=O)O)c1)C2=O
    -11.7, 2.8%
COc1ccc(C2CC(c3ccccc3Cl)Nc3ncnn32)cc1OC (stereo not given)
    0.4, -2.8%
O=C(Cn1cc(C(=O)C(F)(F)F)c2cc(Br)ccc21)N1CCOCC1
    4.7, -1.6%
O=S(NCc1ccccc1)C12CC3CC(CC(C3)C1)C2 (stereo not given)
    9.0, 0.7%
COc1cc(NC(=S)NCCCN2CCOCC2)c(OC)cc1Cl
    -13.8, -3.4%
Cc1cc(N(C)C)ccc1N=Nc1ccc2ncccc2c1
    -5.2, -1.3%
CN(CC(=O)Nc1cccc2c1CCCC2)S(=O)(=O)c1ccc(Br)cc1
    0.4, 0.0%
Cc1cc(C)c(C)c(OCc2nc(-c3cccnc3)no2)c1
    -0.9, -0.6%
CC(C)Oc1cccc(-c2cc(C(=O)NC(=S)N(C)c3ccccc3C(=O)O)c3ccccc3n2)c1
    -1.3, 3.7%
Cc1nnc(SCC(=O)Nc2cc(S(=O)(=O)N3CCCC3)ccc2Cl)s1
    5.8, -4.0%
COc1ccc(C)cc1NC(=O)c1ccccc1NS(=O)(=O)c1ccc(Cl)s1
    -8.1, 4.7%
CC(C)(C)c1cc(CCC(=O)NNC(=S)NC(=O)c2ccccc2)cc(C(C)(C)C)c1O
    6.4, 2.4%
Cc1cc(C(=O)NCc2ccco2)c2cc(F)ccc2n1
    -11.4, 0.9%
CCOC(=O)c1c(-c2cccs2)csc1NC(=O)COC(=O)c1c(C)noc1C
    -3.7, 3.5%
CCCn1c(SCC(=O)Nc2cccc(C(=O)OC)c2)nnc1-c1cccnc1
    -4.4, nt
N#Cc1c(NC(=O)c2ccccc2Cl)n(Cc2ccccc2)c2nc3ccccc3nc12
    26.6, -4.2%
CC(C)CC(=O)NNC(=S)NCc1ccco1
    -10.9, 7.6%
O=C(Cc1ccc(-n2cccc2)cc1)N1CCN(c2ccccc2F)CC1
    -3.1, nt
Fc1c(CSC(=S)N2CCOCC2)cccc1CSC(=S)N1CCOCC1
    -6.2, 0.8%
Cc1cc(Nc2ccc(C(=O)O)cc2)n2nc(C)nc2n1
    4.0, 5.7%
O=C(Nc1ccccc1C(=O)Nc1ccccn1)c1ccc([N+](=O)[O-])cc1
    2.0, 1.6%
O=C(N/N=C/c1cn(-c2ccccc2)nc1-c1ccc(F)cc1)c1ccc(Br)o1
    -0.1, -3.1%
O=C(COC(=O)/C=C/c1ccccc1Cl)NC1CCCCCC1
    -7.3, 7.2%
CSc1nnc(C)c(/C=C/Nc2ccc(Cl)cc2)n1
    5.6, -9.0%
NC(=O)c1ccc(N=Nc2c(-c3ccccc3)[nH]n(-c3ccccc3)c2=O)cc1
    7.3, -2.3%
COc1ccc(-n2c(=O)cc(N3CCCCCC3)[nH]c2=O)cc1
    nt, 3.5%
CNC(=S)N1N=C(c2ccc(OC)cc2)CC1c1ccc(Cl)cc1Cl (stereo not given)
    4.5, 0.2%
Cc1ccc(NC2=NCC(=O)N2C2CCCC2)cc1C
    6.3, 0.6%
O=S(=O)(Nc1cccnc1)c1cc(Cl)ccc1Cl
    nt, -4.0%
c1ccc(SCc2cn3cccnc3n2)nc1
    8.0, -5.6%
CS(=O)(=O)N1CCC(C(=O)N2CCC(Cc3ccccc3)CC2)CC1
    6.8, 5.5%
O=C(CCc1ccccc1)Nc1ccc(N2CCCCC2)cc1
    -7.0, 2.3%
COc1ccc(CNC(=O)COC(=O)c2cncc(Br)c2)cc1
    11.9, 0.1%
CCOc1ccc2nc(SCC(=O)Nc3cccc(S(=O)(=O)NC4=NCCCCC4)c3)[nH]c2c1
    -2.6, -9.1%
Cc1ccc(-n2c(SCC(=O)N/N=C/c3ccccc3C(=O)O)nnc2-c2ccc(Cl)cc2)cc1
    2.8, 0.7%
Cc1cc(=O)oc(C)c1C(=O)NCCN(C)Cc1ccccc1
    -6.5, 4.3%
CCCNC(=O)NC(=O)COc1ccc2oc3ccccc3c2c1
    -6.8, -2.7%
Cc1cc(=O)oc(C)c1C(=O)N1CCN(C(c2ccccc2)c2ccccc2)CC1
    -4.0, -3.3%
COc1ccc(/C=N/n2c(SC)nnc(C(C)(C)C)c2=O)c(OC)c1
    7.6, -3.0%
COC(=O)C(C)NC(=O)CNS(=O)(=O)c1ccc(F)cc1 (stereo not given)
    -8.6, -6.4%
Clc1ccc(-c2c(C3=NCCCN3)nnn2-c2ccc(Cl)cc2)cc1
    nt, -4.2%
NC(=O)c1cc([N+](=O)[O-])ccc1NCCN1C(=O)c2ccc(C(=O)O)cc2C1=O
    -6.6, -1.6%
C/C(=C\C(=O)c1sccc1Cl)N(C)C
    4.5, -1.6%
COc1cc2c(cc1OC)CC[N+](C)=C2
    6.4, 6.7%
COc1nsnc1N1CCOCC1
    6.2, 2.4%
CCOC(=O)c1c(C)oc2c1c1c(c3ccccc32)OCN(Cc2ccccn2)C1
    -9.3, -0.7%
CCOC(=O)C1CCN(C(c2cccc(OC)c2)c2sc3nc(C)nn3c2O)CC1 (stereo not given)
    15.4, 1.8%
Cc1ccc(CC(=O)Nc2cccc(C)n2)cc1
    5.8, 1.8%
CCn1c(=O)c(=O)[nH]c2cc(C(=O)NC3CCCC3)ccc21
    nt, 1.9%
COc1ccccc1C1C2=C(N=c3s/c(=C/c4cccc(OCC(=O)O)c4)c(=O)n31)c1ccccc1CC2 (stereo not given)
    nt, 10.0%
COCCNC(=S)N/N=C(\C)c1cccc(C(F)(F)F)c1
    -11.7, 6.7%
Brc1ccc2oc(-c3ccn[nH]3)cc2c1
    -5.0, 1.7%

(more compounds)
Value order: Mtb RmlCD inh, GlmU inhibition
CC(C)(C)C(=O)NC(=S)Nc1ccccc1F
    8.4, 5.8%
Cc1ccccc1OCCCn1cc(C(=O)C(=O)N2CCOCC2)c2ccccc21
    -5.5, 3.9%
COc1ccc(-c2cc(C(F)F)n3ncc(C(=O)N4CCN5CCCC5C4)c3n2)cc1 (stereo not given)
    nt, 2.4%
CCOc1ccc(NC(=O)c2ccc(Br)o2)c([N+](=O)[O-])c1
    nt, -0.1%
c1ccc2c(c1)OCC(c1nnc3sc(-c4ccc5c(c4)OCO5)nn13)O2 (stereo not given)
    nt, 7.0%
NC(=O)c1nc(-c2cccs2)nc2c1[nH]c(=O)n2-c1ccc(F)cc1
    -6.6, 3.9%
NS(=O)(=O)c1ccc(CCNC(=O)COC(=O)C2CCCN2C(=O)c2cccs2)cc1 (stereo not given)
    -4.7, 3.8%
COc1ccc(-c2nc(-c3cccc(C)c3)nc(N3CCN(C)CC3)c2C#N)cc1
    nt, -0.9%
COc1ccc2c(c1)sc(=N)n2C
    nt, -2.0%
COc1cc(C2CC(=O)N3CN(Cc4ccccc4)CSC3=C2C#N)ccc1OCc1ccccc1 (stereo not given)
    4.0, 3.4%
COc1ccc(C(=O)Nc2cc(C)c3c(=O)oc4ccccc4c3n2)cc1
    -4.0, -8.2%
Cn1c(=O)oc2cc(S(=O)(=O)NCCN3CCN(c4ccccc4F)CC3)ccc21
    -11.7, 5.8%
CCC(C)n1c(SCC(=O)Nc2ccccc2C(F)(F)F)nc2ccsc2c1=O (stereo not given)
    7.0, 3.1%
Cc1ccc(S(=O)(=O)Oc2ccc(N3C(=O)C4C5CCC(C5)C4C3=O)cc2)cc1 (stereo not given)
    5.7, 2.2%
Cc1nc(CNS(=O)(=O)c2ccc3c(c2)OCCO3)cs1
    nt, 0.3%
COc1ccc(/C=C/C(=O)NC(=S)Nc2ccc(S(=O)(=O)Nc3nccnc3OC)cc2)cc1
    0.1, 8.0%
O=C(NC1(C(F)(F)F)NC(=O)N(CC2CCCCC2)C1=O)c1ccco1 (stereo not given)
    -8.1, 4.3%
Cc1cc(NC(=O)Cn2cnc3c(nnn3-c3cccc(F)c3)c2=O)no1
    13.3, 0.2%
CCOC(=O)c1c(NC(=O)CNC2CCCc3ccccc32)sc(C(N)=O)c1C (stereo not given)
    -10.4, -3.5%
Cn1ccnc1SCC(=O)c1ccc(Br)cc1
    16.2, -1.7%
NC(=O)c1cc(N=Nc2c(N)[nH]n(-c3c(Cl)cc(Cl)cc3Cl)c2=O)ccc1Cl
    -6.4, 3.1%
O=C(COC(=O)CCCN1C(=O)c2ccccc2C1=O)Nc1ncc(Cl)cc1Cl
    nt, -3.0%
CCCOC(=O)c1[nH]c2c(c1C)C(=O)CC(c1cc(OC)c(OC)c(OC)c1)C2 (stereo not given)
    2.2, 1.6%
O=C(NCCCn1ccnc1)C(=O)NCC1OCCN1S(=O)(=O)c1ccccc1 (stereo not given)
    -9.0, -9.2%
Cc1ccc(OCC(=O)OCC(=O)c2c(N)n(C)c(=O)n(C)c2=O)cc1C
    -6.9, 0.2%
